Dynein cargo inh: dynein cargo transport inhibition; 3617.4 mouse cells, GR-EGFP nuclear translocation imaging; test concentration mostly 20 µM; stimulated with dexamethasone, 1 µM; stronger effect = lower value; z-score, hits read low; hit rate 0.47% among 220,000;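 active = plate z-score of nuclear minus cytoplasmic receptor signal below a set negative limit, without overly bright fluorescence or cell loss, cut at about -3.5 in these data, passing the limit was not always enough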;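 note: z-score of nuclear minus cytoplasmic ring GR-EGFP intensity difference per well; some compounds called inactive have numbers as strong as hits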
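Buffer or medium: Induction medium lacking tetracycline, stripped serum | Also added: Dexamethasone agonist, 1.0 µM final, for 30 min | Timing: 48 h induction, 1 h compound, 30 min dex at 37 °C | Detection: Formaldehyde fixation, Hoechst nuclear stain, 10x automated fluorescence imaging | Measure: Nuclear versus cytoplasmic GR-EGFP signal, averaged per well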
P. falciparum M1AAP: P. falciparum M1AAP inhibitors, biochemical, fluorogenic H-Leu-NHMec substrate, 1536-well (AID 1445); hit rate 0.42% among 220,000; recombinant M1AAP, H-Leu-NHMec fluorogenic kinetic assay; higher % means a stronger effect; inhibition, % at 30 µM, or IC50 in µM where a hit was titrated;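 active = primary inhibition above the hit cutoff, then over 50% inhibition at one or more dose response concentrations, cut at about 23% in these data, passing the limit was not always enough; inconclusive = conflicting primary data, or primary hits not chosen for dose response; inactive = low primary inhibition, or under 50% at every dose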;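 note: plate controls were DMSO full reaction for no effect and no enzyme background for full effect; strong numbers were not always called active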
Yfh1-depleted yeast: mitochondrial function rescue without frataxin homolog – Friedreich's ataxia, plus single-dose screen, dose response (AID 1465). one-dose fold induction at 50 µM; EC50 in µM for titrated hits. S. cerevisiae Yfh1-off respiration, WST-1 reduction, 72 h; higher fold induction means a stronger effect. hit rate 0.074% among 220,000;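 active = fold induction of absorbance versus untreated yeast above a set limit, then at least 30% activation at any dose in follow-up; inconclusive = repeats straddling the limit, or above it without dose testing; inactive = fold induction below the set limit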;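 note: activators that raise dye reduction in frataxin-depleted yeast; strong numbers were not always called active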
Insulin prom up: MIN6 insulin promoter up-regulation; z-score at 5 µM; MIN6 insulin promoter-GFP reporter, high-content imaging; stronger effect = higher value; AID 1625; hit rate 0.3% among 190,000;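 active = z-score above 3 at 5 µM with at least 500 cells counted in the well; inconclusive = wells under 500 cells, flagged as cytotoxic or low count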
M17LAP inhibition: P. falciparum M17LAP inhibitors, primary screen, biochemical, fluorogenic H-Leu-NHMec substrate, 1536-well (AID 1619); recombinant M17LAP, H-Leu-NHMec fluorogenic kinetic assay; higher % means a stronger effect; inhibition, % at 30 µM, or IC50 in µM where a hit was titrated; hit rate 0.38% among 220,000;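 active = compound inhibiting the enzyme by more than half at any dose during confirmatory dose-response retesting; inconclusive = strong single-dose inhibitors picked by rank but not retested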;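 note: plate controls were full reaction with DMSO carrier for no effect and no enzyme background for full effect; strong numbers were not always called active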
CSM14.1 death rescue: rescue of cells from ER stress-induced death, primary screen, 384-well, CSM14.1, thapsigargin, ATP luminescence (AID 1222); CSM14.1 thapsigargin-induced death rescue, ATP luminescence; higher % means a stronger effect; one-dose cellular ATP content (survival), % at 20 µM; EC50 in µM for titrated hits; 190,000 tested, under 10 active;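 active = EC50 below 50 µM in the dose-response confirmation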;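 note: death triggered by thapsigargin at about 15 µM added after 2 h compound pretreatment; cell ATP read after overnight thapsigargin exposure of roughly 18 to 22 hours; normalized against plate controls of thapsigargin alone and 5% DMSO vehicle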
MT stabilize HCS: microtubule stabilization, imaging screen; HeLa tubulin immunostaining HCS, 24 h; share of cells brighter than vehicle mean+2SD; % tubulin-high responders, % at 10 µM; hit rate 0.83% among 200,000; AID 2205;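 active = plate Z-score above 3 for both tubulin-high and condensed-nucleus cell shares, with cell loss under 80%, at 10 µM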;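 note: anti alpha tubulin signal scored within the nucleus-defined area of each cell; some results filed as inactive read as strong as hits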
Autophagy HCS: autophagy modulation, high-content screen. hit rate 0.98% among 190,000. calls only at 10 µM (by protocol). MEF GFP-LC3 puncta imaging; test concentration mostly 10 µM;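 active = percentage of spot-positive cells more than 3 SD above its plate mean, without a fluorescence outlier flag or 80% toxicity; inconclusive = no clear call, values can overlap the other calls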;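 note: spot-positive cell cutoff set from DMSO-treated cells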
Hep lipid drop: hepatic lipid droplet formation modulation. AML12 mouse hepatocytes, oleate lipid droplets, BODIPY imaging. inhibition, % at 6.5 µM. AID 1656. hit rate 0.4% among 240,000;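 active = lipid droplet intensity inhibited by at least 50%, with more than 500 cells counted; inconclusive = wells with under 300 cells, treated as cytotoxic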
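Test system: AML12 mouse liver cells; schedule: overnight exposure; technique: high-content imaging of BODIPY-stained droplets and DAPI nuclei; read-out: % inhibition of corrected integrated BODIPY droplet signal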
Dynein cargo inh cytoplasmic EGFP: second read-out of Dynein cargo inh, no call of its own (marks repeat the call); z-score; measured here: cytoplasmic GR-EGFP intensity; stronger effect = higher value
Dynein cargo inh nuclear GR-EGFP: also measured in Dynein cargo inh; calls as there; z-score; measured here: nuclear GR-EGFP intensity;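 lower value marks the stronger effect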
Dynein cargo inh cell count: also measured in Dynein cargo inh; calls as there; z-score; measured here: cell count per field
Insulin prom up cell count: second read-out of Insulin prom up, no call of its own (marks repeat the call); cell count; measured here: cytotoxicity, nuclei count;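 total cells summed across four imaged fields per well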
Hep lipid drop cells 6.5 µM: second read-out of Hep lipid drop, no call of its own (marks repeat the call); cell count; measured here: cell count, cytotoxicity flag;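 cells counted across two imaged fields per well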
MT stabilize HCS Hoechst-high %: further read-out of MT stabilize HCS, marked with its call; % Hoechst-high responders; measured here: nuclear condensation Hoechst responders;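 share of cells brighter than vehicle mean plus two SD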
MT stabilize HCS cytotoxicity %: recorded beside MT stabilize HCS, whose call it bears; toxicity, %; measured here: cytotoxicity by cell density;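 0% = mean cell density of plate MIN control wells and 100% = no cells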
Autophagy HCS cell loss 18 h: further read-out of Autophagy HCS, marked with its call; toxicity, %; measured here: cell loss, nuclei count;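 cell loss after 18 h compound exposure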
* = called active by the depositor; i = inactive; ? = inconclusive; · = no result given; + = active, no number.

SMILES | Dynein cargo inh | Dynein cargo inh cytoplasmic EGFP | Dynein cargo inh nuclear GR-EGFP | Dynein cargo inh cell count | P. falciparum M1AAP | Yfh1-depleted yeast | Insulin prom up | Insulin prom up cell count | M17LAP inhibition | CSM14.1 death rescue | MT stabilize HCS | MT stabilize HCS Hoechst-high % | MT stabilize HCS cytotoxicity % | Autophagy HCS | Autophagy HCS cell loss 18 h | Hep lipid drop | Hep lipid drop cells 6.5 µM
CC1=CC(=O)C=C(C)C1=NOc1ccccc1[N+](=O)[O-] | 0.6 | 0.66 | 0.054 | -1.2 | 9% | i | ? | · | -8% | -0.8% | 2.6 | 3.7 | 18 | i | 8 | ? | ·
C/C(=C1/SC(N2CCOCC2)=NC1=O)c1ccc(Cl)cc1 | 0.9 | 0.0032 | 0.49 | -1 | 3% | i | 0.47 | 1176 | 2% | -0.1% | 4.2 | 1.9 | 8.5 | i | 6 | · | ·
CCOC(=O)C1=C(C)N(c2ccc(OCC)cc2)C(=O)/C1=C\c1ccco1 | -0.72 | 0.067 | -0.22 | 0.14 | -1% | i | · | · | -3% | -1.0% | 3.1 | 1.5 | 11 | i | 10 | 5 | 751
CCOC(=O)c1ccc(N2C(=O)c3n[nH]c(C)c3C2c2ccco2)cc1 (centres undefined) | -0.53 | -0.22 | -0.21 | 0.75 | 8% | i | 0.32 | 1224 | 2% | 0.2% | 2.1 | 1.7 | 5.3 | i | -11 | · | ·
O=C(Cn1ncc2c(=O)oc3ccccc3c21)NCc1cccnc1 | 0.074 | -0.25 | 0.14 | 0.26 | 9% | i | · | · | 0% | -1.1% | 2.6 | 1.8 | 8.9 | i | 2 | -14 | 697
O=C1CCC(/C=C/c2ccccc2)=NN1Cc1ccccc1Cl | -0.93 | 0.029 | -0.56 | 0.61 | 3% | i | -0.13 | 935 | 9% | 0.1% | 3.0 | 2.0 | 7.2 | i | -3 | -6 | 783
COc1ccccc1-n1nnnc1SCc1ccccc1 | 0.36 | -0.22 | -0.017 | 0.6 | 5% | i | 0.25 | 1821 | -3% | -2.6% | 3.5 | 2.9 | 5.6 | i | 1 | -19 | 713
CSc1ccccc1C(=O)Nc1ccccc1C | 0.56 | -0.3 | 0.55 | 0.41 | 1% | i | 0.35 | 1406 | -7% | -1.8% | 2.8 | 2.2 | 7.8 | i | 1 | -10 | 634
CCOC(=O)c1oc2c(c1C)/C(=N/O)CCC2 | 0.67 | -0.15 | 0.03 | -0.9 | -3% | · | · | · | 10% | 0.1% | 4.3 | 0.6 | 21 | i | -1 | · | ·
O=C1NN(c2ccccc2)C(=O)/C1=C/c1ccc(-c2ccc(Cl)c(C(=O)O)c2)o1 | 0.23 | -0.37 | 0.001 | 0.3 | 32% | i | 0.02 | 1355 | 38% | -0.6% | 3.4 | 2.0 | 6.3 | i | -1 | 16 | 705
COc1ccc(CCNC(=O)CSc2nnc3ccc(-c4ccncc4)nn23)cc1 | 0.65 | -0.33 | -0.09 | -0.32 | 10% | i | 0.5 | 1221 | 13% | · | 5.4 | 1.7 | 4.6 | i | 2 | 0 | 691
Cc1cc(C)cc(NC(=S)NCc2ccc3[nH]c4c(c3c2)CCCC4)c1 | -0.72 | -0.26 | 0.34 | 0.96 | 4% | · | -1.4 | 1121 | -7% | -1.6% | 3.3 | 3.4 | 9.9 | i | 7 | -1 | 765
Cc1ccc(CS(=O)(=O)CCC(=O)NCCC2=CCCCC2)cc1 | 1.1 | -0.22 | 0.59 | -0.37 | 2% | i | -1.1 | 1179 | -2% | -1.4% | 1.2 | 1.0 | 8.3 | i | -20 | 22 | 747
Cc1c[n+]([O-])n(-c2ccc(C(=O)O)cc2)n1 | 1.3 | -0.19 | 1.1 | -0.036 | 3% | i | -0.19 | 1287 | 9% | -1.5% | 3.3 | 1.8 | 4.5 | i | 7 | 0 | 774
Cc1cccc(NC(=O)c2cc(N3C(=O)CCC3=O)ccc2Cl)n1 | -0.45 | -0.021 | -0.76 | -0.67 | 6% | i | · | · | 7% | -2.8% | 2.7 | 1.4 | 6.5 | i | 9 | · | ·
COC(=O)c1c(C)nc2ccccc2c1C(=O)O | 0.33 | -0.28 | 0.28 | -0.33 | 1% | · | 1 | 1305 | 2% | -0.4% | 3.7 | 4.1 | 6.3 | i | -12 | · | ·
Cc1nc(-c2ccc(S(=O)(=O)Oc3ccccc3Cl)s2)cs1 | -1.1 | -0.27 | -0.58 | 0.87 | -1% | i | -0.24 | 1439 | -17% | · | · | · | · | · | · | -20 | 709
O=C(Cn1nnc(-c2ccc(CN3CCOCC3)cc2)n1)Nc1nc(-c2ccccc2)cs1 | -0.5 | -0.1 | -0.3 | 0.45 | 0% | i | 0.22 | 1084 | -2% | 0.5% | 1.4 | 2.0 | 6.5 | i | -13 | · | ·
Cc1cccc(NC(=O)c2cc([N+](=O)[O-])ccc2NC2CCCCC2)c1 | 2 | 0.066 | 3.1 | -2 | 1% | i | · | · | -1% | -4.1% | 4.5 | 2.0 | 3.1 | i | -1 | -3 | 516
CCCc1cc(C(=O)NCc2cccnc2)no1 | -0.046 | -0.21 | 0.0013 | 0.076 | 15% | i | 0.74 | 930 | 4% | -1.5% | 1.9 | 2.7 | 4.6 | i | 4 | · | ·

SMILES | Dynein cargo inh | Dynein cargo inh cytoplasmic EGFP | Dynein cargo inh nuclear GR-EGFP | Dynein cargo inh cell count | P. falciparum M1AAP | Yfh1-depleted yeast | Insulin prom up | Insulin prom up cell count | M17LAP inhibition | CSM14.1 death rescue | MT stabilize HCS | MT stabilize HCS Hoechst-high % | MT stabilize HCS cytotoxicity % | Autophagy HCS | Autophagy HCS cell loss 18 h | Hep lipid drop | Hep lipid drop cells 6.5 µM
COCCN(CCOC)C(=O)c1c[nH]c2ccc(S(=O)(=O)N(C)c3ccc(F)cc3)cc2c1=O | -0.76 | -0.25 | -0.35 | 1.7 | 8% | i | 0.56 | 1543 | 6% | -0.3% | 1.8 | 1.3 | 3.1 | i | 2 | · | ·
CC1CC(C)(C)N(C(=O)CN2C(=O)c3ccccc3C2=O)c2ccccc21 (centres undefined) | -1.8 | -0.27 | -0.9 | 1.4 | -2% | i | · | · | 1% | 0.7% | 3.2 | 1.7 | 5.1 | + | -1.0* | -13 | 739
C[C@H](NC(=O)OC(C)(C)C)C(=O)N/N=C/c1ccc2nccnc2c1 | 0.15 | -0.3 | -0.23 | 0.56 | 8% | i | 0.47 | 1091 | 6% | · | · | · | · | · | · | 4 | 705
Cn1c(NC(=O)/C=C\c2ccccc2)cc(=O)n(C)c1=O | 0.54 | -0.17 | 0.21 | -0.27 | 10% | i | -0.61 | 1152 | 78µM* | -1.4% | 2.7 | 4.2 | 8.2 | i | 13 | -4 | 708
CC(=O)c1c(C)oc2ccc(N(C(=O)c3ccncc3)S(=O)(=O)c3ccccc3)cc12 | -2.1 | -0.27 | -0.55 | 1.8 | -2% | i | -1.4 | 1364 | 4% | 7.2% | 6.1 | 2.3 | 7.1 | i | 38 | -8 | 711
Cc1ccccc1NS(=O)(=O)c1ccc(C(=O)OCC(=O)NCC(C)C)cc1 | -0.75 | -0.25 | -0.38 | 0.94 | -3% | i | -0.55 | 1581 | 2% | -0.7% | 2.4 | 1.7 | 0.6 | i | -10 | -2 | 637
CN(C)S(=O)(=O)c1ccc(Cl)c(NC(=O)COC(=O)CN2C(=O)NC(C)(C)C2=O)c1 | -0.07 | -0.025 | 0.13 | -0.56 | 2% | i | 0 | 1274 | 8% | -1.1% | 3.6 | 2.3 | 5.0 | i | 3 | 0 | 651
Cc1ccc(NS(=O)(=O)c2ccc3c(c2)NC(=O)CC(=O)N3)cc1C | -0.62 | -0.2 | -0.27 | -0.001 | 4% | i | -2.2 | 1311 | 3% | -0.8% | 1.5 | 2.4 | 0.3 | i | -9 | · | ·
O=C(O)c1n[nH]c2c1CCCCC2 | -0.049 | -0.31 | 0.046 | 0.17 | 3% | i | ? | · | 3% | -4.2% | 5.3 | 2.8 | 3.3 | i | 23 | · | ·
CCOP(=O)(OCC)C(NC(=O)Nc1ccccc1)c1ccccc1 (centres undefined) | 1 | -0.12 | 0.33 | -0.52 | -9% | i | 0.5 | 1574 | 3% | 1.6% | 1.4 | 2.8 | 9.5 | i | 0 | 4 | 724
CCN(CC)CCCN1C(=O)c2oc3ccccc3c(=O)c2C1c1cccnc1 (centres undefined) | -0.41 | -0.42 | 0.095 | 0.47 | 20% | i | -0.2 | 1187 | 20% | 1.5% | 5.1 | 2.6 | 10.0 | i | 3 | · | ·
O=C(CN1CCc2ccccc2C1)Nc1ccc(F)cc1F | 0.13 | -0.26 | 0.38 | -0.065 | 0% | i | -1.2 | 1427 | 0% | -0.5% | 1.6 | 2.9 | 10 | i | 12 | · | ·
Cc1cc(N2CCCc3ccccc32)n2ncnc2n1 | 0.1 | -0.22 | 0.25 | 0.34 | 14% | i | · | · | 22% | · | 3.0 | 1.4 | 5.8 | i | 9 | -5 | 687

Source: PubChem (several laboratories)
